From PubChem BioAssay
FLuc counter: qHTS profiling assay for firefly luciferase inhibitor/activator using purifed enzyme and Km concentrations of substrates (counterscreen for miR-21 project) | 360,000 tested, 6.9% active | Luciferin 4-monooxygenase (Photinus pyralis), P08659 | purified FLuc, Km substrates, luminescence inhibition | Potency, µM (top dose mostly 57.5 µM), without a hit: at the top dose activity change, negative = inhibition, actives largely listed as inhibitors; active = well fitted inhibition curve with a large enough effect; inconclusive = small, poorly fitted or top-dose-only effect;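 note: plate controls were vehicle for no effect and reference inhibitor for full effect; nearly all actives have a fitted effect of over 55% in size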
Target sequence (P08659 whole entry, looked up): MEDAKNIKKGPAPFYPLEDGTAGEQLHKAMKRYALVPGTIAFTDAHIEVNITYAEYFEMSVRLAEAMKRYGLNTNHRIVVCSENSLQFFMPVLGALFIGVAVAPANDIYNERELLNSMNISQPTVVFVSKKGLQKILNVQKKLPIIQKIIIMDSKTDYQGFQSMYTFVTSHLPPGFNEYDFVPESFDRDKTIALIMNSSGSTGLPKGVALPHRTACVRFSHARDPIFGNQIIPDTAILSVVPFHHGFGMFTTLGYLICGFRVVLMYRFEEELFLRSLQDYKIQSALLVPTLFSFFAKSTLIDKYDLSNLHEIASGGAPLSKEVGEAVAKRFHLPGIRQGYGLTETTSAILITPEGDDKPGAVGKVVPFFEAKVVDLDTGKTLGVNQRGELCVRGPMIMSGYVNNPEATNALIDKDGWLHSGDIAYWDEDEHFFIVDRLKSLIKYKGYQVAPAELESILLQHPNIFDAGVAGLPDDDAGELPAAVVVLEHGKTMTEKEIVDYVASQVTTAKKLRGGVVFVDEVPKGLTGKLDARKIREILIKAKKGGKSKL
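Biochemical qHTS of compounds, final roughly 60 µM downward over six points, against 10 nM purified firefly luciferase using Km concentrations of substrates (10 uM D-luciferin, 10 uM ATP) in Tris acetate pH 7.5 buffer; luminescence output.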
Starred values were filed as active, the others as inactive; ? = inconclusive. Potency is the fitted concentration of half-maximal effect. A portion of the library, so the mix of outcomes need not match the whole.

SMILES | FLuc counter
O=C(Nc1ccc(F)c(F)c1)C1CCCN1S(=O)(=O)c1cccc2nsnc12 (stereo not drawn) | 5%
COc1cccc(NC(=O)C(=O)NCCc2csc(-c3ccc(C(F)(F)F)cc3)n2)c1 | ?
COc1ccccc1CNC(=O)CCCc1nnc2n(CC(C)C)c(=O)c3sccc3n12 | -3%
COCCCNC(=O)c1oc2c(c1C)-c1nn(Cc3ccc(Cl)cc3)cc1CC2 | -9%
CCCc1nn2c(C)c(-c3ccccc3)nc2s1 | 1.5µM*
COc1ccc(CCNC(=O)Cn2c(=O)n(-c3ccc(C)c(C)c3)c(=O)c3c(C)c(C)sc32)cc1OC | -2%
CCc1ccccc1N(C)C(=O)c1sc2nc3n(c(=O)c2c1C)CCCCC3 | -3%
C=Cc1ccc(Cn2c(C(=O)O)c(CNCCc3ccco3)c3ccc(C)cc32)cc1 | -9%
CCOC(=O)c1cc2c(=O)n3ccccc3nc2n(CC(C)C)c1=NC(=O)C(C)Oc1ccccc1 (stereo not drawn) | 7%
Cc1ccc(-n2nc3c(=O)n(CC(=O)NCCC(C)C)nc(C)c3c2C)cc1 | 3%
CCCOc1ccc(C2C(=O)N(C3CCCCC3)CC(=O)N2C2CCCCC2)cc1OC (stereo not drawn) | 3%
Cc1ccccc1-c1nnc(C2CCN(S(=O)(=O)c3ccc(Cl)cc3)CC2)o1 | -18%
COc1cc(C2N=C(N)Nc3nc4ccccc4n32)ccc1OCC(=O)O (stereo not drawn) | -2%
O=C(NCCCc1ccccc1)c1nn(-c2ccccc2F)nc1CO | -8%
O=C(CC1NCCNC1=O)Nc1ccc(F)c(Cl)c1 (stereo not drawn) | -3%
Cc1ccc(Cn2nnc3sc4c(c3c2=O)CCC(C)C4)cc1 (stereo not drawn) | -9%
O=C(Cn1c(SCc2ccc(F)cc2)nc2cccnc21)Nc1ccccc1F | 9.5µM*
COC(=O)c1sccc1S(=O)(=O)N(CC(=O)NCc1ccc(C)cc1)c1ccc(C)c(C)c1 | -9%
CCOc1ccccc1-c1nc(Cn2c(=O)cc(C)c3c(C)nn(-c4ccccc4)c32)c(C)o1 | 3%
O=C(NCCc1csc(-c2ccc(C(F)(F)F)cc2)n1)C(=O)Nc1ccc(F)c(Cl)c1 | 0%
CC1CCCCN1C(=O)c1cc(-c2ccc(Br)cc2)on1 (stereo not drawn) | ?
CCc1cccc(NC(=O)CCN2C(=O)c3ccccc3Sc3ncccc32)c1 | -4%
CCc1ccc(NC(=O)c2cc(S(=O)(=O)NC3CCCCCC3)ccc2F)cc1 | -9%
COc1ccccc1NC(=O)c1oc2ccccc2c1NC(=O)Cc1ccccc1 | 0%
COCCCNC(=O)CN1C(=O)c2c(c3ccccc3n2C)C1c1ccc(OC)cc1 (stereo not drawn) | 3%
Additional compounds.
SMILES | FLuc counter
CCCc1cnc2c(c1SCC(=O)Nc1ccccc1F)c(=O)n(C)c(=O)n2C | -7%
CCOc1ccc(N(C(=O)Cn2nnc3ccccc32)C(C(=O)NCc2ccccc2)c2ccc(OC)cc2)cc1 (stereo not drawn) | 1%
CCOc1ccc(NC(=O)c2ccc(NC(=O)CCS(=O)(=O)c3cccs3)cc2)cc1 | -6%
COc1ccc(N(C(=O)c2ccccc2C)S(=O)(=O)c2ccc3c(c2)n(C)c(=O)n3C)cc1 | 0%
CCSc1ncc(Cl)c(C(=O)Nc2c(C(=O)Nc3cccc(C)c3)oc3ccccc23)n1 | 1%
COc1ccc(C2C(=O)N(C3CCCCC3)CC(=O)N2CCc2ccc(C)cc2)cc1OC (stereo not drawn) | -1%
O=C(Nc1c(C(=O)N2CCN(c3ccccc3F)CC2)oc2ccccc12)c1ccco1 | -9%
COc1ccc(CNCCCSc2nnnn2-c2ccccc2)cc1 | -6%
O=C(O)CCSc1nnc(-c2ccc(Cl)cc2Cl)o1 | 0.85µM*
CC(C)CCN(C(=O)Nc1ccc(Cl)c(Cl)c1)C(C)c1cccs1 (stereo not drawn) | 3%
COc1ccc(NC(=O)c2cnc(N3CCCCC3)c3ccccc23)cc1Cl | ?
COc1ccccc1CCNC(=O)C(=O)NCC(c1ccco1)S(=O)(=O)c1ccc(C)cc1 (stereo not drawn) | -8%
CCOc1ccc(NC(=O)N2CCOc3ccccc32)cc1 | 1%
COc1ccccc1N1CCN(C(=O)c2ccc3c(c2)N(Cc2cc(C)ccc2C)C(=O)c2ccccc2S3(=O)=O)CC1 | -1%
O=C(CSc1n[nH]c(-c2ccccc2)n1)NCCCc1ccccc1 | ?
CCOC(=O)c1cc(-c2ccccc2)n(CC(=O)Nc2ccc(CC)cc2)c1C | -3%
Cc1ccc(C)c(N2CCN(C(=O)c3cc4c(=O)n(Cc5ccco5)ccc4nc3C)CC2)c1 | -10%
CCOc1ccccc1NC(=O)Cn1nnc2sc3c(c2c1=O)CCC(C(C)(C)C)C3 (stereo not drawn) | -2%
CCCN(CCC)C(=O)Cn1c(=O)n(-c2ccc(Cl)c(Cl)c2)c(=O)c2c(C)c(C(=O)N(C)C)sc21 | -5%
CCOc1ccc(NC(=O)C(CC)n2nc(-c3ccc(C)c(C)c3)ccc2=O)cc1 (stereo not drawn) | -15%
COc1cc(C(=O)Nc2cc(C)ccc2OCc2cc(=O)n3c(C)csc3n2)cc(OC)c1OC | -1%
CCc1ccc(NC(=O)CSc2nc3c(oc4ccccc43)c(=O)n2-c2cccc(C)c2)cc1 | 3%
COc1ccc(C(=O)NCC(c2ccco2)S(=O)(=O)c2ccccc2)cc1 (stereo not drawn) | -9%
CC1CCN(C(=O)Cn2cc(SCC(=O)Nc3ccccc3)c3ccccc32)CC1 | 0%
COc1ccccc1N1CCN(c2ncnc3c2cnn3C)CC1 | -3%
Next section
SMILES | FLuc counter
CC(=O)c1cccc(NCc2ccccc2-c2nnc(-c3ccccc3)o2)c1 | ?
COc1ccc(-c2cc(C(=O)NCc3ccc(F)cc3)no2)cc1 | 1%
CC(C)c1ccc(-c2nnc3n(CCc4ccccc4)c(=O)c4ccccc4n23)cc1 | 1%
Cc1nnc(NC(=O)c2nc(SC(C)C)ncc2Cl)s1 | -4%
CCc1cccc(C)c1Nc1nn2c(=O)c3ccccc3nc2s1 | -1%
CCc1ccc(NC(=O)c2ccc(Cn3nc(N4CCN(c5ccccc5)CC4)ccc3=O)o2)cc1 | -19%
O=C(c1ccc(CS(=O)c2ccccc2Cl)o1)N1CCN(c2cccc(Cl)c2)CC1 (stereo not drawn) | -11%
COc1ccc(CCNCc2c(C(=O)O)c(C)n(Cc3cccc(C)c3)c2C)cc1OC | 0%
Cc1ccc(C)n1-c1nnc(N2CCCC(C(=O)NCc3ccccc3)C2)s1 (stereo not drawn) | 7%
COc1ccccc1CNc1nc(-c2ccco2)nn1S(C)(=O)=O | -1%
CCOc1ccc(NC(=O)C(=O)NCCc2csc(-c3ccc(C)cc3)n2)cc1 | -1%
CCOc1ccc(-n2c(=O)c3c(C)c(C(=O)N(C)C)sc3n(Cc3cc(C)ccc3C)c2=O)cc1 | -4%
O=C(c1cc(-c2ccc(Br)cc2)n[nH]1)N1CCN(S(=O)(=O)c2ccc(Br)cc2)CC1 | -1%
COc1ccc(-c2nsc(NC(=O)c3oc4cc(C)c(C)cc4c3C)n2)cc1 | -6%
Cc1ccc(N2CC(NC(=O)Cc3ccc(F)cc3)CC2=O)cc1C (stereo not drawn) | 1%
Cc1cccc2c1-c1sc(C(=O)N(C)c3cccc(C(F)(F)F)c3)cc1CO2 | 7%
CCOC(=O)c1sc2ccccc2c1S(=O)(=O)NCc1ccc(F)cc1 | -14%
CCOC(=O)c1cc(-c2ccccc2)n(CCCC(=O)Nc2cccc(C)c2)c1C | -8%
CC(=O)N1CCCc2cc(S(=O)(=O)N3CCCC(C(=O)Nc4ccc(C)c(C)c4)C3)ccc21 (stereo not drawn) | -13%
Cc1c2cnn(CC(=O)NCc3ccc(F)cc3)c(=O)c2c(C)n1Cc1cccc(Cl)c1 | -2%
CCCCN(CCCC)CCNC(=O)Cn1nc(C)n2c(cc3sccc32)c1=O | -6%
Cc1ccc(Cn2c(CN3CCC(C(=O)NCc4cccnc4)CC3)cc3ccccc32)cc1 | 0%
COc1ccccc1NC(=O)C1=C(C)Nc2c(C(=O)Nc3ccc(C)cc3)cnn2C1c1cccc(OC)c1OC (stereo not drawn) | -6%
Cc1ccc(Cn2ccn(Cc3ccccc3F)c(=O)c2=O)cc1 | -5%
Cc1ccc(NC2(c3ccccc3)C(=O)c3ccccc3C2=O)cc1F | 3%

18 compounds out of the list, arranged by SMILES length, smallest number first:
SMILES | FLuc counter
CCc1cccc(C)c1Nc1nn2c(=O)c3ccccc3nc2s1 | -1%
Cc1ccc(Cn2ccn(Cc3ccccc3F)c(=O)c2=O)cc1 | -5%
COc1ccccc1CNc1nc(-c2ccco2)nn1S(C)(=O)=O | -1%
COc1ccc(-c2cc(C(=O)NCc3ccc(F)cc3)no2)cc1 | 1%
Cc1ccc(N2CC(NC(=O)Cc3ccc(F)cc3)CC2=O)cc1C (stereo not drawn) | 1%
Cc1ccc(NC2(c3ccccc3)C(=O)c3ccccc3C2=O)cc1F | 3%
CCOC(=O)c1sc2ccccc2c1S(=O)(=O)NCc1ccc(F)cc1 | -14%
CC(=O)c1cccc(NCc2ccccc2-c2nnc(-c3ccccc3)o2)c1 | ?
Cc1ccc(C)n1-c1nnc(N2CCCC(C(=O)NCc3ccccc3)C2)s1 (stereo not drawn) | 7%
CCOc1ccc(NC(=O)C(=O)NCCc2csc(-c3ccc(C)cc3)n2)cc1 | -1%
COc1ccc(CCNCc2c(C(=O)O)c(C)n(Cc3cccc(C)c3)c2C)cc1OC | 0%
O=C(c1ccc(CS(=O)c2ccccc2Cl)o1)N1CCN(c2cccc(Cl)c2)CC1 (stereo not drawn) | -11%
Cc1ccc(Cn2c(CN3CCC(C(=O)NCc4cccnc4)CC3)cc3ccccc32)cc1 | 0%
Cc1c2cnn(CC(=O)NCc3ccc(F)cc3)c(=O)c2c(C)n1Cc1cccc(Cl)c1 | -2%
CCc1ccc(NC(=O)c2ccc(Cn3nc(N4CCN(c5ccccc5)CC4)ccc3=O)o2)cc1 | -19%
CC(=O)N1CCCc2cc(S(=O)(=O)N3CCCC(C(=O)Nc4ccc(C)c(C)c4)C3)ccc21 (stereo not drawn) | -13%
CCOc1ccc(-n2c(=O)c3c(C)c(C(=O)N(C)C)sc3n(Cc3cc(C)ccc3C)c2=O)cc1 | -4%
COc1ccccc1NC(=O)C1=C(C)Nc2c(C(=O)Nc3ccc(C)cc3)cnn2C1c1cccc(OC)c1OC (stereo not drawn) | -6%

(list continues)
SMILES | FLuc counter
CN(C)c1ccc(CNC(=O)CCn2cccn2)cc1 | 2%
Cn1nc(-c2ccccc2)c(-c2ccccc2)c(C(=O)Nc2ccccc2C(N)=O)c1=O | -1%
Cc1cc(N2CCN(C)CC2)nc2ccc(NC(=O)Nc3cccc(Cl)c3)cc12 | 13µM*
COc1cc(CNc2ccc3c(c2)ncn3C(C)C)cc(OC)c1OC | 3%
CSc1nc(=O)c2c(n1C)NC(=O)CC2c1cc(F)cc(F)c1 (stereo not drawn) | -12%
CCOc1cccc(C(=O)Nc2ccc(S(=O)(=O)N(Cc3ccccc3)c3ccccc3)cc2)c1 | 3%
Cc1ccccc1C(=O)N1CCC(C(=O)Nc2ccc(F)cc2F)CC1 | -2%
COc1cc(-c2ccno2)ccc1S(=O)(=O)N1CCN(c2ccccc2F)CC1 | -6%
CCn1nnc2cc(C(=O)Nc3ccc(C)c(Cl)c3)ccc21 | 4%
Cc1ccc(C2c3c(-c4ccccc4O)n[nH]c3C(=O)N2CCCO)cc1 (stereo not drawn) | -2%
Cc1cc(C)c2c(CC(=O)N(Cc3ccc(Cl)cc3)Cc3ccco3)coc2c1 | 2%
O=C(Nc1cnc(N2CCC(N3CCCCC3)CC2)c(C(=O)O)c1)c1ccc(Br)cc1 | -10%
CCOc1ccc(NC(=O)Cn2nc3c(cc2=O)CC(C)CC3)cc1 (stereo not drawn) | -17%
COc1ccc(N(C(=O)COc2ccc(Br)cc2)S(=O)(=O)c2ccc(C)cc2)cc1 | -4%
Cc1ccccc1C(=O)N1CCC(c2nc3ccccc3s2)CC1 | -15%
O=c1c2cc3c(cc2n(Cc2cccc(Cl)c2)c(=O)n1Cc1nc(-c2ccccc2)no1)OCO3 | -5%
CCn1c(NCc2cccc(Cl)c2)nc2ccccc21 | -2%
Cc1c(C(=O)NCc2ccc(Cl)cc2)sc2nc3n(c(=O)c12)CCCCC3 | ?
Cc1ccccc1CNC(=O)c1oc2c(c1C)-c1nn(Cc3ccc(Cl)cc3)cc1CC2 | 2%
Cc1ccc(CC(=O)Nc2ccc3c(c2)N(C)C(=O)c2ccccc2S3)cc1 | -17%
COc1ccc(-c2nc3ccc(NS(C)(=O)=O)cc3o2)cc1 | 2.7µM*
CCOc1cc(C(=O)NCc2nc(-c3cccc(C)c3)no2)cc(OCC)c1OCC | -7%
CCc1ccccc1NC(=O)Cn1cc(C(=O)c2ccncc2)c(=O)c2cc(C)ccc21 | 0%
Cc1noc(Cn2c(=O)c3cc4c(cc3n(CC(=O)Nc3ccc(C(C)C)cc3)c2=O)OCO4)n1 | -7%
CC1(C)N=C(SCc2ccc(F)cc2)c2ccccc2N1 | 3%
The list continues.
SMILES | FLuc counter
Cc1cccc(NC(=O)Cn2c(=O)c3cccn3c3ccccc32)c1C | -4%
Cc1cccc(CNC(=O)c2ccc(C)c(-n3c(C)nc4cccnc43)c2)c1 | -7%
Cc1c(NC(=O)Nc2ccc(F)c(Cl)c2)c(=O)n(-c2ccccc2)n1C | -1%
N#Cc1nc(-c2ccc(COc3ccc(Cl)cc3)o2)oc1N1CCN(c2ccccc2)CC1 | -4%
Cc1nc(N2CCCC2)ncc1C(=O)NCc1ccc(Cl)cc1 | 0%
Cc1noc(Cn2c(=O)c3ccccc3n(CC(=O)Nc3ccc(Cl)cc3)c2=O)n1 | 6%
COc1ccc(N(CC(=O)Nc2ccc(C)c(C)c2)S(=O)(=O)c2ccc(C)cc2)cc1OC | 2%
CCCCNc1nc(Oc2ccc(=O)n(C)n2)nc(N2CCOCC2)n1 | 4%
